Mdm2-MdmX inh: disrupts the human Mdm2-MdmX interaction; O15151+Q00987; 330,000 compounds, 3% hits; inhibition, % at 8 µM; SaOS-2 split-luciferase Mdm2/MdmX complementation, luminescence;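 active = inhibition of at least 50% at 8 µM in the primary screen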
Target sequence (O15151 whole entry, looked up): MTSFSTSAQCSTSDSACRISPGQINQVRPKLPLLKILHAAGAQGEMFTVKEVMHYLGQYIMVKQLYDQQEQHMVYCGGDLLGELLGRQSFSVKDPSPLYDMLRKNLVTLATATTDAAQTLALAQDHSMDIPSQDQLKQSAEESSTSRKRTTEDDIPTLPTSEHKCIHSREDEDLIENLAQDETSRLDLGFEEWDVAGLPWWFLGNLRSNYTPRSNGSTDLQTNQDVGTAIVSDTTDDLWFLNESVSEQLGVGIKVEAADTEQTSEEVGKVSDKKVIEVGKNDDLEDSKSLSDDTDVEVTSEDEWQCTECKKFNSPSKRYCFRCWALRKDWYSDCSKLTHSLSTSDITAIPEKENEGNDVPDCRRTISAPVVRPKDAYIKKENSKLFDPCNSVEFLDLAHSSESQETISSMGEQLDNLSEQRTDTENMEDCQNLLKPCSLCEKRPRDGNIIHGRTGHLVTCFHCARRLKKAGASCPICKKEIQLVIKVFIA
Target sequence (Q00987 whole entry, looked up): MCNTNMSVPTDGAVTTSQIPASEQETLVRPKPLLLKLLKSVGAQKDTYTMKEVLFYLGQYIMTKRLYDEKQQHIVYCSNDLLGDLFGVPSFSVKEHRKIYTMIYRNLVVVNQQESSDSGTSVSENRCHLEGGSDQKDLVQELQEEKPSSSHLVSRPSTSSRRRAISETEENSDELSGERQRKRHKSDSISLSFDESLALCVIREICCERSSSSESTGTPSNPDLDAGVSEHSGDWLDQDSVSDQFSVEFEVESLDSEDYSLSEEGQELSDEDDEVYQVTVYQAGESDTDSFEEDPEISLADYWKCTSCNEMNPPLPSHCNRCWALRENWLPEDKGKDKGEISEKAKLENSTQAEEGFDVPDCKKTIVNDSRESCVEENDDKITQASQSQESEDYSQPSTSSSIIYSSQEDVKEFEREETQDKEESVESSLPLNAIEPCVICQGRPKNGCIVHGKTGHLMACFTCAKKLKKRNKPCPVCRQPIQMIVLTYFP
UPR XBP1 act: adaptive UPR (XBP1) activation; CHO-XBP1 luciferase reporter, IRE1-XBP1 UPR activation, luminescence; percent of tunicamycin response, DMSO as zero; activation, % at 20 µM; 330,000 compounds, 0.33% hits;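 active = versus positive control, 20 µM dose yields 30% or more activation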;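 note: 100% = tunicamycin at 10 µg/mL and 0% = DMSO only wells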
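Material: CHO-XBP1 cells stably carrying IRE1-XBP1-driven luciferase reporter / Amount: 1000 cells per well / Compound: 20 µM, 1% DMSO / Times: 6 h treatment, 37 °C / Detection: luciferase luminescence / Measure: % activation of reporter signal versus tunicamycin and DMSO controls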
Jurkat NFkB inh: inhibitors of the PMA/ionomycin-induced NF-kB reporter in Jurkat cells; PMA/ionomycin-induced NF-kB luciferase reporter, luminescence; inhibition, % at 4 µM; 330,000 compounds, 0.53% hits; AID 435003; in the data active = inhibition above about 50%
UPR CHOP act: apoptotic UPR (CHOP) activation; CHO-CHOP luciferase reporter, luminescence; percent of tunicamycin response over DMSO baseline; activation, % at 10 µM; 330,000 compounds, 0.34% hits; AID 449763;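 active = at 10 µM dose, activation of 40% or more, normalized to positive control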;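 note: 100% = tunicamycin at 10 µg/mL and 0% = DMSO alone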
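assay system = CHO CHOP reporter cells | amount = 500 CHO-CHOP cells per well | buffer or medium = F12 with 10% FBS | incubation = 16-18 h cell attachment, then 6 h compound exposure, 37 °C | detection = luminescence read with Steady-Glo | read-out = percent activation relative to tunicamycin control | controls = tunicamycin high control, DMSO low control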
697 NFkB inh: inhibitors of the PMA/ionomycin-induced NF-kB reporter in 697 B cells. 697 B-cell NF-kB luciferase reporter, 16 h. inhibition, % at 4 µM. 330,000 compounds, 0.33% hits; in the data active = inhibition above about 35%
tim23-1 inh: inhibits growth of tim23-1 mutant yeast; S. cerevisiae tim23-1 growth, BacTiter-Glo luminescence, 24 h; inhibition, % at 20 µM; 330,000 compounds, 1.3% hits; AID 463212;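 active = growth inhibition of the mutant yeast at or above 50%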;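 note: temperature-sensitive mutant grown at 25 °C; plate controls were DMSO-treated mutant yeast for no effect and medium wells lacking yeast for full effect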
tim10-1 inh: growth inhibitors of tim10-1 mutant yeast | S. cerevisiae tim10-1 ts strain growth, BacTiter-Glo, 24 h | inhibition, % at 20 µM | 330,000 compounds, 2.2% hits | AID 463190;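 active = inhibition of at least 40%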;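 note: mutant grown at 25 °C; 0% = DMSO wells with yeast and 100% = wells holding no yeast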
TIM10 inh: TIM10 yeast growth inhibition; inhibition, % at 10 µM; 330,000 compounds, 1.4% hits; S. cerevisiae TIM10 strain growth, BacTiter-Glo luminescence, 24 h;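 active = inhibition of 40% or more at the single tested concentration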;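 note: wild-type TIM10 isogenic control strain grown at permissive 25 °C; 0% = DMSO yeast wells and 100% = minimal medium wells without yeast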
The depositor's hits bear a star. Rows are unselected. About 6.6% of those tested had a hit in this group.

Sequence of screens: Mdm2-MdmX inh, UPR XBP1 act, Jurkat NFkB inh, UPR CHOP act, 697 NFkB inh, tim23-1 inh, tim10-1 inh, TIM10 inh
[1] O=C(N/N=C/c1ccccc1OC(=O)c1ccc2c(c1)OCO2)c1ccccc1
 : -19, 0, 6, 0.8, 6, 16, 30, 30
[2] CCOC(=O)C1CCCN(C(=O)c2sc3nc(C)nc(N(CC)CC)c3c2C)C1 (stereo not drawn)
 : 22, -1, 6, 0.6, 5, 35, 19, 13
[3] C/C(=N\NC(=O)c1cc(O)ccc1O)c1cccc(NC(=O)c2ccc(Cl)cc2)c1
 : 8, 11, -36, 72*, -17, -3, 1, -3
[4] CCOC(=O)C1CCN(C(=O)Nc2ccc(OC(F)(F)F)cc2)CC1
 : 4, -1, -22, 1.6, -15, 26, 15, 15
[5] O=C(CCNC(=O)c1ccccc1Cl)Nc1ccc(S(=O)(=O)Nc2ncccn2)cc1
 : -1, 0, -7, 0.8, 16, 10, 5, 15
[6] CCn1c(=O)c2cc(C(=O)NC(C)C)sc2c2ccccc21
 : 36, 3, 4, -0.7, 37*, 39, 13, -8
[7] Cc1cc(C)c(OCCN(C)C)c(Cl)c1
 : -2, -2, -1, -0.2, -3, 2, 5, -3
[8] CCN1CCN(c2ccc(S(=O)(=O)N3CCOCC3)cc2NC(=O)/C=C/c2ccc(OC)cc2OC)CC1
 : 23, -1, 2, 1.3, 1, 1, -4, 8
[9] Cc1cccc(NC(=O)CCC(=O)N/N=C/c2cc([N+](=O)[O-])ccc2O)c1
 : 17, -1, -3, 0.5, 9, 0, 2, 17
[10] O=C(CN1CCN(S(=O)(=O)c2ccccc2)CC1)Nc1ccc(Cl)cn1
 : -11, -3, 8, 0.2, -2, 29, -1, -5
[11] C/C(CC(=O)NCc1ccc(Cl)cc1)=N\NC(=O)Cc1ccccc1
 : 14, -1, -10, -1.5, 17, 6, -3, 0
[12] NNC(=O)CCCCCCCCCCOCCCCO
 : 4, 3, 2, 1.9, 26, -17, 9, 0
[13] CCOC(=O)C(Cc1ccc(NC(=O)/C(=C/c2ccc(OC(C)=O)cc2)NC(C)=O)cc1)N1C(=O)c2ccccc2C1=O (stereo not drawn)
 : 18, 3, 12, 3.1, 30, 7, 5, 10
[14] COC(=O)c1ccc(NC2c3ncccc3C(=O)N2Cc2cccs2)cc1 (stereo not drawn)
 : 21, -2, 2, -1.5, 8, 26, 21, 35
[15] COc1ccc(Cl)cc1NC(=O)CN(C)C(=O)Cc1ccc(-c2ccccc2)cc1
 : 23, 0, 10, -0.6, 5, 17, -37, -3
[16] O=C(CCC(=O)NC12CC3CC(CC(C3)C1)C2)NC1CCCCC1
 : 6, -5, -6, -0.3, 11, -1, -2, 0
[17] CC(C)c1ccc(S(=O)(=O)N2CCN(C(=O)CCNS(=O)(=O)c3ccccc3F)CC2)cc1
 : 11, -3, 7, 3.0, 8, 19, 9, 14
[18] Cn1c(=O)c2c3c(sc2n2c(SCc4ccccc4)nnc12)CCCC3
 : 31, 1, 4, 3.9, -6, 33, 25, 32
[19] CCn1nc(C)c(CN2CCN(Cc3ccc(OC)c(C)c3C)C(CCO)C2)c1C (stereo not drawn)
 : 11, 0, -4, -1.5, -8, 3, 5, 8
[20] CCOc1ccc(S(=O)(=O)NCCC(=O)NCCOc2ccccc2OC)cc1
 : -8, -3, -15, -3.3, -37, 7, 17, -4

Arranged by length of the SMILES (falling): part of the list above
Sequence of screens: Mdm2-MdmX inh, UPR XBP1 act, Jurkat NFkB inh, UPR CHOP act, 697 NFkB inh, tim23-1 inh, tim10-1 inh, TIM10 inh
[8] CCN1CCN(c2ccc(S(=O)(=O)N3CCOCC3)cc2NC(=O)/C=C/c2ccc(OC)cc2OC)CC1
 : 23, -1, 2, 1.3, 1, 1, -4, 8
[17] CC(C)c1ccc(S(=O)(=O)N2CCN(C(=O)CCNS(=O)(=O)c3ccccc3F)CC2)cc1
 : 11, -3, 7, 3.0, 8, 19, 9, 14
[2] CCOC(=O)C1CCCN(C(=O)c2sc3nc(C)nc(N(CC)CC)c3c2C)C1 (stereo not drawn)
 : 22, -1, 6, 0.6, 5, 35, 19, 13
[19] CCn1nc(C)c(CN2CCN(Cc3ccc(OC)c(C)c3C)C(CCO)C2)c1C (stereo not drawn)
 : 11, 0, -4, -1.5, -8, 3, 5, 8
[10] O=C(CN1CCN(S(=O)(=O)c2ccccc2)CC1)Nc1ccc(Cl)cn1
 : -11, -3, 8, 0.2, -2, 29, -1, -5
[20] CCOc1ccc(S(=O)(=O)NCCC(=O)NCCOc2ccccc2OC)cc1
 : -8, -3, -15, -3.3, -37, 7, 17, -4
[11] C/C(CC(=O)NCc1ccc(Cl)cc1)=N\NC(=O)Cc1ccccc1
 : 14, -1, -10, -1.5, 17, 6, -3, 0
[6] CCn1c(=O)c2cc(C(=O)NC(C)C)sc2c2ccccc21
 : 36, 3, 4, -0.7, 37*, 39, 13, -8
[12] NNC(=O)CCCCCCCCCCOCCCCO
 : 4, 3, 2, 1.9, 26, -17, 9, 0

Next section.
Assay codes: A = Mdm2-MdmX inh; B = UPR XBP1 act; C = Jurkat NFkB inh; D = UPR CHOP act; E = 697 NFkB inh; F = tim23-1 inh; G = tim10-1 inh; H = TIM10 inh
(21) CC(CNC(=O)CN1C(=O)C(=O)N(C2CCCC2)C1=O)c1ccccc1 (stereo not drawn)
  A: -7 | B: 4 | C: -16 | D: 0.0 | E: 13 | F: -12 | G: -15 | H: 0

(22) COc1ccc(Nc2ncnc3sccc23)cc1OC
  A: 21 | B: 0 | C: -29 | D: -0.6 | E: -6 | F: 20 | G: 21 | H: 5

(23) O=C(c1ccc([N+](=O)[O-])cc1)n1nc(-c2ccccc2)nc1NCc1ccccc1
  A: 5 | B: -1 | C: -30 | D: -0.5 | E: -5 | F: 4 | G: 3 | H: 7

(24) S=C(c1ccccc1)N1CCN(C(=S)c2ccccc2)CC1
  A: 2 | B: 1 | C: 6 | D: 2.2 | E: 1 | F: 6 | G: 14 | H: 4

(25) Cc1ccc(Cl)cc1N1CCN(C(=O)CCS(=O)(=O)c2ccc3c(c2)NC(=O)CO3)CC1
  A: 16 | B: -2 | C: 19 | D: 3.3 | E: -24 | F: 6 | G: -6 | H: 11

(26) Cc1c(OCC(=O)NCC(O)c2ccccc2)ccc2c3c(c(=O)oc12)CCCC3 (stereo not drawn)
  A: -19 | B: -6 | C: 9 | D: 0.5 | E: -2 | F: 35 | G: 12 | H: 7

(27) CCCCNC(=S)Nc1ccc(SC(F)F)cc1
  A: -27 | B: 0 | C: -17 | D: 4.6 | E: -30 | F: 43 | G: 53* | H: 41*

(28) COc1cccc(NC(C(=O)Nc2cccc(C(C)=O)c2)c2ccccc2)c1 (stereo not drawn)
  A: -29 | B: -2 | C: -8 | D: -0.2 | E: -22 | F: 18 | G: 3 | H: 12

Entries of single compounds from above:
`CC(C)c1ccc(S(=O)(=O)N2CCN(C(=O)CCNS(=O)(=O)c3ccccc3F)CC2)cc1` reads Mdm2-MdmX inh: 11; UPR XBP1 act: -3; Jurkat NFkB inh: 7; UPR CHOP act: 3.0; 697 NFkB inh: 8; tim23-1 inh: 19; tim10-1 inh: 9; TIM10 inh: 14
`Cc1ccc(Cl)cc1N1CCN(C(=O)CCS(=O)(=O)c2ccc3c(c2)NC(=O)CO3)CC1` reads Mdm2-MdmX inh: 16; UPR XBP1 act: -2; Jurkat NFkB inh: 19; UPR CHOP act: 3.3; 697 NFkB inh: -24; tim23-1 inh: 6; tim10-1 inh: -6; TIM10 inh: 11
